GC-B act: GC-B (human) receptor activation; P20594; AID 1920062; HEK293-GC-B cells, CNP EC30, cGMP TR-FRET; 0% at EC30 CNP, 100% saturating CNP; 370,000 compounds, 0.11% hits; activation, % at 10 µM;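 active means activation at 10 µM reaching about 35% in either raw or pattern-adjusted values, limit read from the data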
SIAE primary: inhibitors of human sialic acid acetylesterase SIAE; SIAE FP-Rh probe binding, fluorescence polarization; inhibition, % at 9.66 µM; 370,000 compounds, 0.69% hits; AID 1053197;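 active means inhibition above a cutoff: mean of compounds within the control limits plus 3 SD of those, cut at about 17% in these data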;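 further: 0% = plate median of compound wells and 100% = probe without SIAE protein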
NPR1 activator: GC-A (human) enzyme activation; HEK293 GC-A cells, cGMP TR-FRET, EC30 ANP; 0% at EC30 ANP, 100% saturating ANP; activation, % at 10 µM; 370,000 compounds, 0.14% hits; AID 1671463; in the data active means activation above about 40%
PRMT1 FP inh: blocks human protein arginine methyltransferase 1; Q99873; recombinant PRMT1, activity-based probe fluorescence polarization; inhibition, % at 2.79 µM; 370,000 compounds, 1.3% hits;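 active means inhibition above about 21% made by adding two undisclosed values, limit read from the data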
Target sequence (Q99873 whole entry, looked up): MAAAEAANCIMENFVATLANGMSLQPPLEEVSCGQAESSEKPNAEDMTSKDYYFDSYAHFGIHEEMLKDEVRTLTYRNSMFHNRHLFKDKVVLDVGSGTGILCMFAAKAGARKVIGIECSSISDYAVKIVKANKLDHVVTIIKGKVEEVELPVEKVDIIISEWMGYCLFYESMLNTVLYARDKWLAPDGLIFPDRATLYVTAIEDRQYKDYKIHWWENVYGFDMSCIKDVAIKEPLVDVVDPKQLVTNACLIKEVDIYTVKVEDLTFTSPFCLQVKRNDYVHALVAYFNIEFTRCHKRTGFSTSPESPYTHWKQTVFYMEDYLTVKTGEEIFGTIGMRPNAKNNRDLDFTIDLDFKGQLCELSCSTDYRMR
HTRA1 inh: HTRA1 (human) protease inhibition. inhibition, % at 5.96 µM. Q92743. 340,000 compounds, 0.5% hits. recombinant HTRA1, FP-rhodamine activity-based probe, fluorescence polarization. AID 504803; in the data active means inhibition above about 36%;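 further: 0% = enzyme with DMSO and 100% = wells lacking enzyme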
Target sequence (Q92743 whole entry, looked up): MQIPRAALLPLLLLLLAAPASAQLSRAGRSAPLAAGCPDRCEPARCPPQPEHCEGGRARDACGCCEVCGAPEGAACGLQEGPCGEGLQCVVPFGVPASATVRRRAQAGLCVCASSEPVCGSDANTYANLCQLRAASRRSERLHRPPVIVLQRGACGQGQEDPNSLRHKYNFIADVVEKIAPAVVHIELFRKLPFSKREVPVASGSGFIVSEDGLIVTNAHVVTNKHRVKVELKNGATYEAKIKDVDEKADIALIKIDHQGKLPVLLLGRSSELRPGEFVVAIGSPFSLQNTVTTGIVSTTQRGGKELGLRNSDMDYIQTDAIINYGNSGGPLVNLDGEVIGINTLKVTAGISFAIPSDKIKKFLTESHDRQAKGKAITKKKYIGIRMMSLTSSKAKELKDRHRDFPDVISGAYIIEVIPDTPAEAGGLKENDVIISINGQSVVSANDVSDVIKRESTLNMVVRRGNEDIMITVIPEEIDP
ABHD4 inh: inhibits mouse alpha/beta hydrolase domain 4; inhibition, % at 8.92 µM; Q8VD66; purified mABHD4, FP-Rh probe fluorescence polarization; 370,000 compounds, 0.54% hits;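 active means inhibition exceeding the mean over every tested compound plus 3 SD, cut at about 30% in these data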;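 further: 0% = plate median of compound wells and 100% = S159A mutant with DMSO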
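Doses – 8.92 µM, single dose · Material – wild-type mouse ABHD4 protein · Replication – single well per compound (singlicate) · Measure – percent inhibition of probe binding, normalized to plate controls · Schedule – 45 min compound pre-incubation plus 60 min probe step, 25 °C · Detection – fluorescence polarization with parallel and perpendicular emission, 525/598 nm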
rCAG binder: molecules binding r(CAG) RNA repeats; 370,000 compounds, 1.3% hits; r(CAG) RNA repeat, TO-PRO-1 dye displacement fluorescence; inhibition, % at 3 µM;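 active means inhibition above the plate cutoff, the mean of all test compounds on that plate plus 3 SD, cut at about 35% in these data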;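 further: 0% = DMSO alone and 100% = 100 µM mitoxantrone as full dye displacement; higher means more dye released from RNA so lower well fluorescence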
TCR-CD3 inh: human TCR-CD3 binding inhibition | TAMRA-labeled TCR probe fluorescence, biochemical | inhibition, % at 9.4 µM | 360,000 compounds, 0.37% hits; in the data active means inhibition above about 19%;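 further: recombinant mutant TCR 2C K166C tagged with TAMRA read by polarization; 0% = receptor in buffer alone and 100% = receptor with positive control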
UHRF1 MBD2 ctr: human UHRF1 methylated DNA binding inhibitors; UHRF1 binding to methylated oligo, TR-FRET; 370,000 compounds, 0.75% hits; AID 687016; inhibition, % at 4.4 µM; in the data active means inhibition above about 21%;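 further: UHRF1 SRA domain binding a hemimethylated CpG hairpin DNA probe; 0% = median of test compound wells and 100% = reference inhibitor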
MBD2 DNA inh: MBD2-methylated oligo binding inhibition; inhibition, % at 4.4 µM; TR-FRET, MBD2 binding to methylated oligonucleotide; Q9UBB5; 370,000 compounds, 0.31% hits; in the data active means inhibition above about 13%
Active calls of the source: *; nt = no result given. An excerpt, so the mix of outcomes need not match the whole.

SMILES | GC-B act | SIAE primary | NPR1 activator | PRMT1 FP inh | HTRA1 inh | ABHD4 inh | rCAG binder | TCR-CD3 inh | UHRF1 MBD2 ctr | MBD2 DNA inh
COc1cccc(CC(=O)OCc2csc(CC(=O)Nc3ccccc3C)n2)c1 | 1 | 3 | 0 | 0 | -3 | 23 | 7 | 1 | -3 | 3
CC(OC(=O)c1ccc(Cl)c(S(=O)(=O)Nc2ccc(F)cc2)c1)C(=O)NC(N)=O (stereo unspecified) | 2 | -7 | -3 | 5 | 6 | 0 | 1 | -1 | 2 | 4
COc1cc(NC(=O)Cc2cccs2)ccc1-n1cnnn1 | 3 | -1 | 5 | 4 | 0 | -6 | 0 | -5 | -2 | 3
CC1S/C(=N\N=C\c2cccc([N+](=O)[O-])c2)N(C(C)(C)C)C1=O (stereo unspecified) | 1 | -6 | 9 | 7 | -6 | -19 | -3 | -5 | 8 | 7
Cc1cccc(C2(c3cccc(C)c3)CC2C(=O)Nc2ccc([N+](=O)[O-])cc2O)c1 (stereo unspecified) | -13 | 9 | -11 | 3 | -25 | -20 | 49* | 1 | 5 | 2
CC(C)CC(=O)N1CCN(Cc2ccc3c(c2)OCO3)CC1 | -4 | 1 | 1 | -4 | 4 | 2 | -3 | 3 | -3 | 2
CC(=O)C(C)Oc1ccc2c3c(c(=O)oc2c1C)CCCC3 (stereo unspecified) | 3 | -7 | 2 | -1 | -10 | -7 | -1 | 7 | 0 | 3
Cc1ccccc1C(=O)NC1CCCCCCC1 | 3 | -4 | 4 | 3 | 2 | -4 | -3 | 2 | -1 | 3
Cc1ccc(NC(=O)Cn2nnc(C(=O)NCc3ccc4c(c3)OCO4)c2N)cc1 | 6 | -8 | 5 | 4 | -13 | 4 | 3 | 0 | 1 | 5
Cn1c(CN2CCCCC2)nc2cc(NS(=O)(=O)c3ccc(F)cc3)ccc21 | -1 | -3 | -3 | 4 | -1 | -2 | 2 | -2 | -2 | -3
CC(C)(C)c1cc(S(=O)(=O)CCc2ccncc2)cc(C(C)(C)C)c1F | 4 | 1 | 5 | 3 | 2 | 0 | -2 | -3 | -1 | -2
O=C(OC(c1ccc(NS(=O)(=O)c2ccccc2)cc1)(C(F)(F)F)C(F)(F)F)c1ccccc1 | -1 | -7 | -1 | -1 | -21 | -38 | 0 | -1 | -3 | -7
O=C(NCc1cccnc1)c1cc(Sc2cccc(Cl)c2)nc2ccccc12 | -1 | -2 | 1 | 0 | -17 | -11 | -1 | 3 | 2 | 3
COc1cc(C)nc(Oc2ccc(OCCOc3ccc(C)cc3)nn2)n1 | -11 | 6 | -3 | -2 | -3 | -1 | -6 | 8 | 4 | 2
C=CCc1ccc(OCCn2cncn2)c(OC)c1 | 6 | 1 | 4 | -2 | 4 | 2 | 1 | -5 | 1 | 0
NC(=O)CC(NC(=O)Cc1cccc2ccccc12)c1ccc(NC2CCCC2)c([N+](=O)[O-])c1 (stereo unspecified) | 6 | 3 | 4 | 1 | 2 | -1 | 11 | -6 | 5 | 4
COc1ccc(/C(C)=N/NC(=O)c2nnn(-c3nonc3N)c2-c2cccs2)cc1OC | -2 | -2 | 5 | -3 | -3 | -9 | 5 | -1 | 2 | -4
COc1ccc(CC(=O)Nc2cccc(SC)c2)cc1OC | -7 | 2 | 1 | -2 | -2 | -7 | -1 | 7 | -1 | 1
Cc1nc2ccccc2c(=O)[nH]1 | -1 | 2 | 1 | -4 | 3 | 10 | -2 | 3 | 1 | -1
CCOC(=O)c1cc(CC)sc1NC(=O)c1cc([N+](=O)[O-])ccc1N1CCOCC1 | 3 | 2 | 4 | 0 | 9 | 6 | 3 | -5 | 1 | -1
CC(C)CNC(=O)OCc1cn(Cc2ccc(F)cc2F)nn1 | -3 | -3 | 1 | -5 | nt | -1 | 0 | nt | 3 | -7
COCCN(C(=O)CCC(=O)Nc1cc(C)on1)C(C(=O)NC(C)(C)C)c1ccc(OC)cc1 (stereo unspecified) | -6 | 9 | 2 | 4 | -2 | -2 | -1 | -11 | -1 | 5
COC(=O)Cc1nnc(NC(=O)c2ccccc2)s1 | 1 | 1 | 2 | 1 | 2 | 3 | 1 | -4 | 0 | -4
CCOC(=O)[C@@]12CCC3=C1N(CCC3)C(=O)[C@H](CC(=O)NCCCCc1ccccc1)C2 | 1 | 3 | 2 | 8 | nt | -6 | 1 | nt | 4 | 8
Cn1c2c(c(=O)n(C)c1=O)C1c3ccccc3OCC1C(C)(C)O2 (stereo unspecified) | 1 | 1 | 3 | 12 | -10 | -8 | -2 | -7 | 6 | 7
CCOC(=O)c1c(-c2ccccc2)csc1NC(=O)c1cc(S(=O)(=O)N2CCOCC2)ccc1C | 2 | -13 | 6 | 1 | -20 | -17 | 10 | 1 | 7 | 0
Cc1ccc(S(=O)(=O)N(C)C)cc1NC(=O)CN1c2cccc3cccc(c23)S1(=O)=O | -2 | -8 | 0 | 6 | 3 | 9 | 16 | -3 | -8 | 2
COc1cccc(C2/C(=C(\O)c3ccc4c(c3)OCCO4)C(=O)C(=O)N2CCN(C)C)c1 (stereo unspecified) | 5 | -2 | -1 | -2 | 2 | 9 | 1 | 5 | 1 | -3
CN1C(=O)C(O)(CC(=O)c2ccccc2O)c2cc(Br)ccc21 (stereo unspecified) | -15 | 0 | -9 | 6 | -4 | -10 | -1 | 3 | 2 | 8
O=C(Nc1ccc(S(=O)(=O)Nc2ccccn2)cc1)c1ccc(Cl)cc1Cl | -6 | -4 | 1 | 0 | -2 | -1 | 4 | -5 | 4 | 3
O=C(CC12CC3CC(CC(C3)C1)C2)Nc1nncs1 | 1 | 4 | 2 | -3 | -6 | 10 | -2 | 4 | -1 | -3
C=CCN1C(=O)[C@@H]2Cc3c([nH]c4ccccc34)C(c3cc(OC)c(OC)c(OC)c3)N2C1=S (stereo partly specified) | 3 | -5 | 2 | 1 | -20 | -15 | 0 | -2 | -3 | 0
COc1cccc(N2CCN(C3CC(=O)N(c4ccc(Cl)c(Cl)c4)C3=O)CC2)c1 (stereo unspecified) | 4 | 6 | 4 | 4 | -4 | 1 | -2 | -9 | 0 | 2
CCOC(=O)C1=CCN(S(=O)(=O)c2ccccc2Br)C1c1cccc(C)c1 (stereo unspecified) | -7 | -4 | -7 | 1 | nt | -6 | 1 | -6 | -3 | 0
CCOc1ccc(CCNC(=O)COC(=O)/C=C/c2ccc(OCC#N)c(OC)c2)cc1OCC | -2 | 1 | 1 | 0 | 1 | -3 | -4 | -4 | 6 | 5
CN1CCN(c2oc(-c3ccccc3)nc2S(=O)(=O)c2ccccc2)CC1 | -2 | -1 | -3 | 1 | 5 | 3 | 2 | -5 | 9 | 7

2 records picked at random from the list so far, as already listed:
SMILES | GC-B act | SIAE primary | NPR1 activator | PRMT1 FP inh | HTRA1 inh | ABHD4 inh | rCAG binder | TCR-CD3 inh | UHRF1 MBD2 ctr | MBD2 DNA inh
CC(C)(C)c1cc(S(=O)(=O)CCc2ccncc2)cc(C(C)(C)C)c1F | 4 | 1 | 5 | 3 | 2 | 0 | -2 | -3 | -1 | -2
CN1C(=O)C(O)(CC(=O)c2ccccc2O)c2cc(Br)ccc21 (stereo unspecified) | -15 | 0 | -9 | 6 | -4 | -10 | -1 | 3 | 2 | 8

Carrying on:
SMILES | GC-B act | SIAE primary | NPR1 activator | PRMT1 FP inh | HTRA1 inh | ABHD4 inh | rCAG binder | TCR-CD3 inh | UHRF1 MBD2 ctr | MBD2 DNA inh
CC(/C=C/c1ccccc1)=N\NC(=O)c1ccncc1 | -3 | 7 | -2 | 2 | 4 | 2 | 1 | -6 | 2 | -2
CC(=O)Nc1ccc(-c2cn3cc(C)ccc3n2)cc1 | -3 | 7 | 1 | -3 | -4 | -7 | 1 | 8 | -1 | -4
COc1cccc(OCC(O)CNC(=O)c2oc3c(C)c(C)ccc3c2C)c1 (stereo unspecified) | -5 | -9 | -9 | 11 | -45 | -20 | 2 | -1 | 2 | 1
O=c1[nH]n2cc(-n3cc([N+](=O)[O-])cn3)cnc2c1Br | 4 | 6 | -3 | 0 | -1 | 9 | -1 | 3 | -4 | -9
CCCCc1c(C)nc2ccc(C(=O)OCC)cc2c1Cl | -6 | 1 | -4 | -1 | 1 | 2 | 0 | -1 | 1 | 4
Cn1ncc(Cl)c1C(=O)N1CCCc2ccccc21 | -3 | -5 | -3 | 3 | 1 | -5 | 2 | -6 | 8 | 3
O=C1Nc2ccccc2C(=O)C1(Cl)Cc1ccccc1 (stereo unspecified) | 8 | -5 | 16 | 93* | 0 | 3 | 0 | -2 | 2 | 3
Cc1nc2nc(C)c(CCC(=O)NC3CCCCC3)c(C)n2n1 | 1 | -5 | -2 | 2 | 5 | -3 | -8 | -2 | 11 | 6
CC(C)C(NS(=O)(=O)c1ccc2c(c1)oc(=O)n2C)C(=O)N1CCN(c2ccccc2F)CC1 (stereo unspecified) | -8 | 8 | 0 | 5 | 0 | 2 | 4 | 0 | 4 | 4
C=CC[C@H](CC(=O)N[C@H](CO)Cc1ccccc1)C(=O)N[C@H](COC(=O)[C@H](CC=C)CC(=O)OC(C)(C)C)Cc1c[nH]c2ccccc12 | -3 | 5 | -6 | -2 | -10 | -3 | -3 | 14 | 1 | -2
Cc1ccc(Cc2c(-c3cccc(Br)c3)nc3c(C)cc(Br)cn23)cc1 | -2 | -2 | -8 | 3 | nt | -19 | 25 | -11 | 18 | 2
O=C(O)CCn1c(-c2ccccn2)nc2ccccc21 | 4 | -1 | 0 | 0 | -3 | 7 | -3 | -3 | 0 | 4
CCOc1ccc(-n2c(-c3ccccc3)c[nH]c2=S)cc1 | -1 | 2 | -9 | 12 | 4 | 11 | 10 | -7 | -2 | -1
O=C(Nc1ccc(C(=O)O)cc1)/C(=C\C=C\c1ccccc1)NC(=O)c1ccccc1Br | -2 | -7 | -1 | 0 | -8 | -21 | 54* | 1 | -1 | 1
Cc1cc(Cl)n2nc(C)c(-c3ccc(Cl)cc3)c2n1 | 13 | -2 | -35 | 4 | -8 | 0 | -2 | 2 | 5 | 2
CCc1nc(-c2ccc(OC)c(OC)c2)cc2cc(OC)c(OC)cc12 | -6 | -8 | 5 | 0 | -7 | 1 | -4 | 5 | -1 | -1
O=C(CC(=O)c1cccc([N+](=O)[O-])c1)Nc1ccccc1Cl | 3 | 0 | 5 | 7 | -2 | 7 | 12 | 9 | -2 | 3
Cc1cccc(C)c1NC(=O)C1CSC2(C)CCC(=O)N12 (stereo unspecified) | 6 | 0 | 0 | 2 | 5 | 0 | 1 | 1 | -3 | 1
COc1ccc(CN2CCC2(C)C(=O)NCc2ccc3c(c2)OCO3)c2ccccc12 (stereo unspecified) | 0 | 5 | -10 | 0 | nt | -6 | 3 | -2 | -2 | -5
CC(=O)NC1=NN(C(C)=O)C2(S1)C(=O)N(C(C)=O)c1ccc(C)cc12 (stereo unspecified) | 2 | 12 | 5 | -1 | -2 | 3 | -3 | -7 | -1 | 1
N#CCC[C@@H]1CC[C@]2(CCCN(C(=O)C3CCCCC3)C2)O1 | -5 | 5 | 5 | 4 | nt | 6 | 0 | nt | -1 | 5
Cc1ccc(C)c2sc(NC(=O)CN3C(=O)CCC3=O)nc12 | -3 | -6 | 7 | -2 | -7 | -9 | -3 | 4 | -3 | -1
Cn1c(SCC(=O)NNC(=O)c2ccccc2)nnc1C(F)(F)F | -4 | -5 | 0 | 2 | 12 | 1 | -1 | 5 | -1 | 2
Cc1cc(C)cc(-n2nnc(C(=O)NCc3ccc(Cl)cc3)c2N)c1 | -5 | 3 | -16 | 0 | -24 | -6 | -4 | 11 | 20 | 6
COc1cccc(CC2(CO)CCN(S(=O)(=O)c3ccc(OC)cc3OC)CC2)c1 | -4 | -4 | -6 | 7 | -11 | -7 | 2 | -6 | 1 | 9

Assay outcomes as filed in PubChem BioAssay.
